Assay outcomes deposited in PubChem by several laboratories.
NR5A2 inv ag: suppresses constitutive activity of human LRH-1 | 0.13% of 360,000 active | AID 602396 | inhibition, % at 3.6 µM | HEK293T StAR-luciferase reporter, LRH-1 transfected, 24 h | O00482;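 active = inhibition above the mean inhibition of all tested compounds plus 3 SD, cut at about 73% in these data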;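 note: 0% = DMSO wells and 100% = reporter-only cells lacking LRH-1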
TLR9-MyD88 inh: inhibitors of human TLR9-MyD88 binding. AID 504734. 0.21% of 340,000 active. Q9NR96+Q99836. inhibition, % at 4.98 µM. CHO BLA complementation TLR9-MyD88, CCF4 FRET ratio;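 active = inhibition above the mean over all tested compounds plus 3 SD, cut at about 21% in these data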;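 note: 0% = DMSO only wells and 100% = clavulanate BLA inhibitor control wells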
NCOA1 inh: human NCOA1 inhibition; Q15788; AID 588354; inhibition, % at 3.6 µM; 0.12% of 360,000 active; HEK293 GAL4-SRC1 luciferase reporter, luminescence;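 active = inhibition above the campaign mean plus 3 SD, with each screening campaign given its own cutoff, cut at about 60% in these data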;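 note: 0% = DMSO treated cells and 100% = gossypol at 36 µM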
NCOA2 inhibitor: human SRC2 (NCOA2) inhibition. Q15596. AID 651957. 0.17% of 370,000 active. inhibition, % at 9 µM. HEK293 GAL4-SRC2 luciferase reporter, luminescence;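 active = inhibition above the mean inhibition of all tested compounds plus 3 SD, set per campaign, cut at about 52% in these data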;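 note: 0% = DMSO treated cells and 100% = cells given Gossypol at 36 µM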
Target sequence (Q15596 whole entry, looked up, the tested form may be a part): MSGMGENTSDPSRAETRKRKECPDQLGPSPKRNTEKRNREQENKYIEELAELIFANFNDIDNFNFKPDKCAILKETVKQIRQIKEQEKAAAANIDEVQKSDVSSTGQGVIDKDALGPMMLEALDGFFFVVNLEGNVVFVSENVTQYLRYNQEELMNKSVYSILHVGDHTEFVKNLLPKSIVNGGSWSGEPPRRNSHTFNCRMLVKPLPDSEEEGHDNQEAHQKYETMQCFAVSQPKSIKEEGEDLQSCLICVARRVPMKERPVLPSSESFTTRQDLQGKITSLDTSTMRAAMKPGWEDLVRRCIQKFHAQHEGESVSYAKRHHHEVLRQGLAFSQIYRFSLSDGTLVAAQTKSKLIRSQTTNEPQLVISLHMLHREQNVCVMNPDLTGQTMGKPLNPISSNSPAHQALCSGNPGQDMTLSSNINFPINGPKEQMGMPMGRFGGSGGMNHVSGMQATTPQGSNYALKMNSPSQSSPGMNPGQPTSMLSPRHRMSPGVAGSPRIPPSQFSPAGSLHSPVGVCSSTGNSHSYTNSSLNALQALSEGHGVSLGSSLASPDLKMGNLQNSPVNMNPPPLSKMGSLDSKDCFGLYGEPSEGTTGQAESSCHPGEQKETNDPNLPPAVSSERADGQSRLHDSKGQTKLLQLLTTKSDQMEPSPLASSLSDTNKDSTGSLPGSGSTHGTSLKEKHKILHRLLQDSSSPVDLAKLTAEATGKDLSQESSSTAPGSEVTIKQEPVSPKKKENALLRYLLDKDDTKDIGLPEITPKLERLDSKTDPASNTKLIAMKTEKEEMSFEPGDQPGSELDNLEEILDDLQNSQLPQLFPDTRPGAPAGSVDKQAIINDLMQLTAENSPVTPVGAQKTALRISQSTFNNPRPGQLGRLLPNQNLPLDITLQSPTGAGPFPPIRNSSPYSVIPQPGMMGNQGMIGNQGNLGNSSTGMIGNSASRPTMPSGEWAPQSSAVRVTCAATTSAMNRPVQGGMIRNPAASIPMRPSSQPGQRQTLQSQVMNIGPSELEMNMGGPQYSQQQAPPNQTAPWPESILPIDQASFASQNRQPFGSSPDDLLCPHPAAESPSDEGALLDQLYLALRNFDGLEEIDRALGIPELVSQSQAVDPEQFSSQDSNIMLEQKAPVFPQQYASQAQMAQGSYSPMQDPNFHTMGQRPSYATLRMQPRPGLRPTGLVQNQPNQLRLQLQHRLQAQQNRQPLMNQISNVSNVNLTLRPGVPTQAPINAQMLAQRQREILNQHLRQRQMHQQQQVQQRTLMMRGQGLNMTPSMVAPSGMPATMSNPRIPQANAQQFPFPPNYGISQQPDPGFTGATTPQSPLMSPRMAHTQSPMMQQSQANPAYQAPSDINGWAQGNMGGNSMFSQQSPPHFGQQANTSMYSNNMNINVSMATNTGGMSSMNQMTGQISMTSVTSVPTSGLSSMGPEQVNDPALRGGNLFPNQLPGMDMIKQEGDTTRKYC
MC4R antagonist: human MC4R antagonism in cAMP assay; MC4R-expressing cells, MTII-stimulated cAMP, LANCE TR-FRET; inhibition, % at 6.5 µM; 0.48% of 360,000 active;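 active = inhibition above its plate's cutoff, the mean of tested wells on that plate plus 3 SD, cut at about 29% in these data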;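 note: 0% = Melanotan II alone and 100% = Melanotan II plus saturating MCL0020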
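Assay system: human MC4R-expressing U2OS cells; reagent: Melanotan II stimulation of cells; dosing: 6.5 µM single dose; timing: compound 30 min, challenge 1 h, detection 1 h; signal: TR-FRET cAMP assay; replicates: one well per compound, no replicates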
NOD2 RIPK2 PPI: inhibitors of human NOD2-RIPK2 interaction; O43353; CHO BLA complementation NOD2-RIPK2, CCF4 ratio; inhibition, % at 4.98 µM; 0.38% of 360,000 active; in the data active = inhibition above about 21%;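 note: 0% = vehicle only and 100% = reference blocker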
ABHD5 PLIN5 PPI: ABHD5-PLIN5 protein interaction inhibition; 0.78% of 360,000 active; inhibition, % at 4 µM; AID 602281; Split G. princeps luciferase complementation, luminescence, 4 h;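 active = inhibition above the mean inhibition across every tested compound plus 3 SD, cut at about 22% in these data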;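 note: 0% = DMSO only wells and the 100% control is not disclosed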
EBV LMP1 NFkB: Epstein-Barr LMP1 NF-kappaB reporter inhibition | LMP1-induced NF-kappaB luciferase reporter cells, luminescence | inhibition, % at 12.5 µM | 0.69% of 350,000 active; in the data active = inhibition above about 41%;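 note: 0% = neutral control wells and 100% = reference inhibitor control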
MC4R ag barr: activates human MC4R beta-arrestin recruitment; AID 540308; activation, % at 8.9 µM; P32245; 0.98% of 360,000 active; U2OS MC4R beta-arrestin complementation, luminescence; percent of melanotan II response, DMSO zero;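 active = activation above a per-plate cutoff, the mean activation of sample wells on that plate plus 3 SD, cut at about 8% in these data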
SRC3 inh: inhibits human SRC3 coactivator; HEK293 GAL4-SRC3 luciferase reporter, luminescence; inhibition, % at 3.6 µM; 0.17% of 360,000 active; Q9Y6Q9;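 active = inhibition above a per-campaign cutoff, the mean of all compounds plus 3 SD, cut at about 60% in these data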;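 note: 0% = DMSO-treated cells and 100% = gossypol-treated cells at 36 µM; higher means less SRC3-driven luciferase light from the GAL4 reporter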
NR2F2 inh: blocks human COUP-TFII nuclear receptor | inhibition, % at 8.6 µM | 0.7% of 370,000 active | HEK293T NGFI-A luciferase reporter, luminescence;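 active = inhibition above a per-plate cutoff, mean inhibition of test wells between control levels plus 3 SD, cut at about 38% in these data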;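 note: cells cotransfected with COUP-TFII expression vector driving the NGFI-A reporter; 0% = median of COUP-TF2 test wells and 100% = reporter-only cells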
* marks the source's active call; other numbers are inactive results; x = no result given. This is a subset. The share of hits here may be higher or lower than overall.

SMILES | NR5A2 inv ag | TLR9-MyD88 inh | NCOA1 inh | NCOA2 inhibitor | MC4R antagonist | NOD2 RIPK2 PPI | ABHD5 PLIN5 PPI | EBV LMP1 NFkB | MC4R ag barr | SRC3 inh | NR2F2 inh
Cc1nnc(NC(=O)c2ccc(C)c(S(=O)(=O)N3CCCCCC3)c2)s1 | -8.8 | 6.9 | -0.8 | -52.5 | 5.2 | -4.5 | 4.9 | -4.6 | -0.5 | 9.7 | 16.2
CCOC(=O)N1CCN(c2cc(=O)n(-c3ccccc3Cl)c(=O)[nH]2)CC1 | 12.7 | 5.8 | 2.0 | -21.6 | 14.1 | 1.9 | 5.5 | -9.3 | 0.5 | -13.9 | 9.9
Cc1ccc(C(O)CSc2nnc(-c3ccc4ccccc4c3)n2C)cc1 (stereo not given) | 9.1 | 0.5 | -15.1 | 1.4 | 1.1 | -6.0 | -1.9 | 6.1 | -0.3 | 9.6 | -5.9
Cc1cccc(C)c1NC(=O)CSc1nnc(-c2cccnc2)o1 | 15.9 | -1.8 | 2.0 | 6.5 | 1.5 | -7.8 | 6.9 | -1.5 | -0.6 | -1.3 | -0.6
NNC(=O)CSc1nc(-c2ccccc2)nc2c1CCCC2 | -4.5 | 5.0 | -24.2 | 12.7 | 1.6 | -10.4 | 1.3 | -0.3 | 0.1 | 5.7 | 1.1
N/C(=N\OC(=O)c1ccc(Cl)c(Cl)c1)c1cccc(CSc2ccccn2)c1 | -30.1 | -6.5 | -43.4 | 3.3 | 5.8 | -1.8 | -3.9 | -5.5 | -1.4 | -13.8 | -25.9
CCN(CC)c1nc(-c2ccccc2)ncc1S(=O)(=O)c1ccc(C)cc1 | 3.0 | -3.4 | -11.4 | 3.6 | 4.0 | -3.0 | -3.6 | -3.4 | -4.3 | 10.8 | -5.8
CC(C)OC(=O)CSc1nnc(-c2cnccn2)n1C | -7.0 | -6.7 | 7.0 | -2.6 | 8.4 | -3.5 | 3.2 | -7.3 | -1.2 | -7.1 | -11.4
O=[N+]([O-])/C(N=Nc1ccccc1)=N\Nc1ccccc1 | -7.7 | 0.6 | -22.3 | -19.3 | -1.3 | -8.5 | -1.0 | -27.2 | -0.2 | -5.8 | 16.5
FC(F)(F)Oc1ccc(NC(=S)Nc2ccccc2N2CCOCC2)cc1 | -4.0 | -8.2 | 6.8 | 5.1 | 5.4 | -8.2 | -12.1 | 7.7 | 0.7 | 14.9 | 3.2
COc1ccc(CCNC(=O)CCCCCNC(=O)N2CCn3c2nc2ccccc23)cc1OC | 6.8 | 5.5 | 2.7 | 0.5 | 2.1 | -6.9 | -2.1 | 0.8 | -0.7 | -12.4 | 20.2
NS(=O)(=O)c1ccc(NC(=S)NCc2ccc(Cl)cc2)cc1 | 0.7 | -7.3 | 4.2 | -9.8 | 8.3 | -0.3 | -0.5 | -4.6 | 1.0 | 18.5 | -13.0
CCCCC(=O)Nc1ccc2c(c1)nc(CN1CCN(C(=O)OCC)CC1)n2C | -3.4 | -0.7 | 16.1 | -4.4 | 8.0 | 5.1 | -11.4 | 10.7 | -1.6 | 3.2 | 3.8
CC(=O)N1CC(C)Oc2ccc(S(=O)(=O)Nc3ccc(Cl)cn3)cc21 (stereo not given) | -3.2 | 1.3 | 9.6 | -2.2 | 2.7 | -0.5 | -5.0 | -7.5 | -1.7 | -11.8 | -14.3
CCOC(=O)C(C)Sc1nc2c([nH]c3ccccc32)c(=O)n1C (stereo not given) | 31.4 | 2.7 | -1.2 | 17.3 | -35.7 | -7.9 | -0.2 | -30.9 | 0.3 | 4.7 | -7.2
Cc1ccc(NC(C#N)c2ccccc2OCc2ccccc2)cc1 (stereo not given) | 17.8 | 4.4 | -3.6 | -27.7 | 0.8 | 3.5 | -7.7 | -7.3 | -0.3 | 10.7 | 18.4
COc1cccc(CNc2nc3cc(-c4cccc(Cl)c4)sc3c(=O)n2C)c1OC | 23.9 | x | 17.3 | 2.5 | 15.0 | -3.6 | -4.2 | x | -0.1 | 19.6 | 7.9
CCc1ccc(NC(=O)CSc2ccc(-c3cccnc3)nn2)cc1 | 11.8 | -5.8 | 3.7 | -2.9 | -7.5 | -3.8 | -0.5 | 14.2 | 0.5 | -25.6 | 21.2
CC(C)CN(C(=O)COC(=O)c1cc(=O)[nH]c2ccccc12)c1c(N)n(Cc2ccccc2)c(=O)[nH]c1=O | -5.3 | -13.3 | -0.3 | -6.5 | 2.8 | -15.9 | 2.1 | -5.2 | -1.2 | 6.9 | 5.0
CCOc1ccc(-c2nc(C#N)c(NC3CC3)o2)cc1 | -53.8 | -3.3 | -35.2 | x | 5.4 | -6.7 | -5.3 | -16.8 | -2.6 | -43.0 | x
COc1ccccc1C1=NN(C(=O)c2ccccc2)C(c2ccc(Br)cc2)C1 (stereo not given) | 0.8 | -4.7 | 5.2 | -13.9 | -0.2 | 1.5 | 3.0 | -16.5 | -0.1 | -8.9 | 0.4
O=C(c1ccc(S(=O)(=O)N2CCCC2)cc1)N1CCN(Cc2ccc3c(c2)OCO3)CC1 | 19.8 | -18.5 | 6.5 | -3.1 | 11.6 | 5.4 | 0.8 | -2.7 | 2.7 | -14.6 | 1.4
CCOC(=O)C(c1ccccc1)C(Nc1ccccc1)c1ccccn1 (stereo not given) | 25.7 | -3.9 | -43.0 | 14.1 | 1.7 | -6.2 | -2.9 | -0.3 | -2.9 | 22.6 | 7.2
Cc1cc(NC(=O)CSc2nncn2N)no1 | 11.4 | -4.6 | -17.8 | 11.9 | 27.9 | 3.8 | 2.6 | -4.8 | 0.5 | 5.7 | 4.4
C=CCn1c(SCC(=O)NC2CCCC2)nnc1-c1ccccn1 | 15.3 | 5.2 | -12.0 | 9.4 | 1.1 | -16.6 | 12.2 | -1.9 | -0.5 | 33.8 | 13.1

Next section, overlapping the part above by 2 compounds.
SMILES | NR5A2 inv ag | TLR9-MyD88 inh | NCOA1 inh | NCOA2 inhibitor | MC4R antagonist | NOD2 RIPK2 PPI | ABHD5 PLIN5 PPI | EBV LMP1 NFkB | MC4R ag barr | SRC3 inh | NR2F2 inh
Cc1cc(NC(=O)CSc2nncn2N)no1 | 11.4 | -4.6 | -17.8 | 11.9 | 27.9 | 3.8 | 2.6 | -4.8 | 0.5 | 5.7 | 4.4
C=CCn1c(SCC(=O)NC2CCCC2)nnc1-c1ccccn1 | 15.3 | 5.2 | -12.0 | 9.4 | 1.1 | -16.6 | 12.2 | -1.9 | -0.5 | 33.8 | 13.1
CC1(C)CC(=O)C(C=Nc2cccnc2/N=C/C2=C(O)CC(C)(C)CC2=O)=C(O)C1 | 19.4 | 1.1 | 3.7 | -1.2 | 14.0 | 9.5 | 0.8 | 0.1 | -13.7 | -10.5 | 11.1
COc1ccccc1C(C)NC(=O)Cc1ccc(S(=O)(=O)N2CCOCC2)s1 (stereo not given) | 1.3 | -3.2 | -0.4 | -33.4 | 10.6 | -0.6 | 1.9 | 2.2 | -1.2 | 3.8 | -5.3
O=c1c2cc(NC(=S)NC3CCCCC3)ccc2nc2n1CCCCC2 | -13.0 | 6.8 | -8.8 | 2.2 | 17.5 | 11.8 | -1.2 | -3.8 | -0.9 | 13.7 | 12.5
COc1ccc(CN2C(=O)N(c3ccccc3)C(=O)C2CC(=O)Nc2ccccc2)cc1OC (stereo not given) | 3.2 | -12.6 | -3.9 | -17.7 | -0.1 | -5.6 | -3.5 | 9.2 | 1.4 | 19.2 | 13.8
C=CCn1c(SC(C)C(=O)Nc2ccc(F)c(F)c2F)nnc1C1CC1 (stereo not given) | -30.2 | 7.1 | -50.4 | 6.2 | 0.6 | -6.6 | -7.5 | -3.9 | -3.5 | -29.2 | -21.6
O=C(CNc1cccc(S(=O)(=O)N2CCCC2)c1)Nc1ccc(C(F)(F)F)cc1 | 13.9 | 4.3 | -7.2 | 14.9 | 5.1 | -0.2 | -4.8 | 9.0 | -0.7 | 15.0 | 40.4*
Cc1ccccc1NC(=O)Cc1nc(COC(=O)c2ccc(Cl)nc2)cs1 | -3.0 | 4.3 | -11.5 | 1.7 | 5.1 | -0.5 | -4.9 | -8.1 | -4.2 | -16.5 | 15.9
CCN(CC)CCNC(=O)c1cc2cc3ccc(OC)cc3nc2o1 | -9.8 | -1.1 | -4.1 | -55.8 | 2.8 | -1.7 | 5.3 | -1.0 | -0.4 | -1.3 | 13.2
CCOC(=O)C1=C(c2ccccc2)OC(N)=C(C#N)C1c1ccco1 (stereo not given) | -6.7 | 1.5 | 1.6 | -9.8 | 12.6 | 9.4 | -3.4 | 1.6 | 1.0 | 18.0 | 2.5
O=C(O)c1ccc(S(=O)(=O)N2CCSCC2)cc1 | -1.6 | 5.4 | -11.1 | 16.2 | 6.8 | 5.5 | 0.8 | -6.7 | -0.9 | -10.3 | 11.1
Cc1cccc(C)c1NC(=O)CN(C)CCc1ccccc1 | 0.6 | x | -12.4 | -12.5 | x | -16.2 | -2.3 | x | x | -5.1 | 5.9
CCOc1ccc2c(c1)c1nnc(SCC(=O)N3CCCCC3C)nc1n2C (stereo not given) | 9.5 | -0.1 | 10.1 | 12.1 | 7.2 | -2.7 | 5.3 | -7.4 | 0.3 | 11.0 | -22.4
O=C(COC(=O)c1cccc(Cl)c1)Nc1cccc(S(=O)(=O)NC2=NCCC2)c1 | 16.4 | -6.3 | -3.2 | 9.0 | 8.7 | 0.2 | 0.1 | 0.4 | -0.6 | 6.0 | -25.9
CC1CC(C)(C)NC(=S)N1CCCC(=O)Nc1ccc2c(c1)OCCO2 (stereo not given) | -11.7 | -1.8 | -22.8 | -33.1 | 4.2 | 3.7 | 9.4 | -24.7 | 1.7 | -27.1 | -30.3
CCn1c(=O)c2c(nc3n2CC(C)CN3CCc2ccccc2)n(C)c1=O (stereo not given) | 2.9 | -9.1 | -4.8 | -6.9 | -2.4 | 0.3 | 3.0 | 0.9 | -2.4 | 9.9 | 18.1
C[C@@H]1CN(C2CCN(Cc3nc(C(c4ccccc4)c4ccccc4)no3)CC2)C[C@H](C)O1 | 14.0 | 3.6 | -2.2 | -1.8 | -6.0 | -17.6 | 3.4 | -4.9 | -2.1 | 8.1 | -7.7
C/C(=N/OCC(=O)Nc1ccccc1)c1cccs1 | -86.2 | 12.9 | -35.0 | -87.0 | 0.4 | 0.5 | 6.1 | 2.9 | 0.0 | -80.8 | -31.9
O=C1N=C(N2CCN(Cc3ccccc3)CC2)S/C1=C/c1cccs1 | -8.6 | x | -12.5 | -14.7 | 0.4 | 2.1 | 7.8 | -8.1 | 1.0 | 2.2 | -3.9
O=C(O)COc1ccc(-c2nccc(-c3ccccn3)n2)cc1 | 10.4 | -2.1 | 9.9 | 67.1* | 7.5 | 9.9 | 6.1 | 11.2 | -3.1 | 9.8 | 41.2*
CCCCOc1c(Br)cc(CNCCCN2CCOCC2)cc1OC | -4.6 | -0.9 | -13.0 | -22.1 | 7.1 | 0.3 | 5.3 | -9.1 | 1.2 | 8.5 | 4.5
COc1cccc(/C=N/NC(=O)C(=O)Nc2ccccc2OC(F)(F)C(F)F)c1 | 6.5 | -9.3 | 13.6 | 2.0 | -0.7 | 3.0 | -3.9 | -5.4 | 15.6* | 18.9 | -7.2
